# Screening data: PubChem, several laboratories
# Efflux pump mplx = inhibitors of Candida efflux pumps in yeast, primary screen, S. cerevisiae, Nile Red, multiplex. S. cerevisiae Candida pump triplex. inhibition, % at 10 µM. hit rate 0.44% among 330,000. AID 485275, 2010;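 active = plate passing quality check with inhibition over a set limit, or well fluorescence over plate mean plus 4 SD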;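 also: Nile Red retained in pooled yeast measured as flow cytometry median fluorescence; 0% = buffer negative control and 100% = Enniatin B positive control; higher means more Nile Red kept so more efflux inhibition; some compounds called inactive have numbers as strong as hits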
# Yeast superoxide = reduction of superoxide in aged yeast, primary screen, HTS. S. cerevisiae aged cells, superoxide DHE fluorescence; stronger effect = lower value. superoxide response (% of plate mean), % at 10 µM. hit rate 0.18% among 330,000;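 active = superoxide response under a set limit, about three screen SD below normal, cut at about 65% in these data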;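 also: yeast aged for seven days with compound at 30 °C before DHE staining; 100% = average MFI of all compound-treated wells on the plate with controls excluded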
# LAP4-GFP MLPCN = modulators of LAP4-GFP expression in yeast, primary screen, S. cerevisiae, multiplex flow cytometry, MLPCN library; 3 h; median GFP as percent of DMSO wells; AID 2023, 2009; GFP response vs DMSO, % at 10 µM; hit rate 0.34% among 320,000;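 active = GFP response vs DMSO above a set limit, about the screen mean plus 3 SD, cut at about 150% in these data; inconclusive = under 70 cell events counted for the yeast strain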
# MEP2 TOR yeast = modulators of MEP2-GFP levels in yeast, primary screen, S. cerevisiae, multiplex flow cytometry, MLPCN library | S. cerevisiae MEP2-GFP strain, 3 h; 100% = DMSO control level | GFP response vs DMSO, % at 10 µM | hit rate 0.51% among 330,000 | AID 2016, 2009;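 active = GFP response versus DMSO above a set limit, roughly screen mean plus 3 SD, cut at about 180% in these data; inconclusive = fewer than 70 cells counted for a yeast strain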;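 also: median GFP fluorescence of the barcode-gated MEP2-GFP cells per well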
# AGP1-GFP MLPCN = modulators of AGP1-GFP expression in yeast TOR pathway, primary screen, cell-based, multiplex flow cytometry, S. cerevisiae, MLPCN library | hit rate 0.02% among 320,000 | GFP response vs DMSO, % at 10 µM | AID 2066, 2009 | 3 h; GFP as percent of DMSO wells;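 active = GFP response relative to DMSO above a set limit, near screen average plus 3 SD, cut at about 150% in these data; inconclusive = fewer than 70 cells counted for the yeast strain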;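 also: median GFP channel fluorescence of the gated AGP1 strain per well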
# AHR act = AHR activators, primary screen, cell-based, luminescence, luciferase reporter, human | activation, % at 5 µM | hit rate 2.5% among 320,000 | AID 2796, 2010 | AHR-responsive luciferase reporter cells; in the data active = activation above about 47%;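 also: 0% = vehicle wells and 100% = reference agonist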
# Target sequence (P35869 whole entry, looked up): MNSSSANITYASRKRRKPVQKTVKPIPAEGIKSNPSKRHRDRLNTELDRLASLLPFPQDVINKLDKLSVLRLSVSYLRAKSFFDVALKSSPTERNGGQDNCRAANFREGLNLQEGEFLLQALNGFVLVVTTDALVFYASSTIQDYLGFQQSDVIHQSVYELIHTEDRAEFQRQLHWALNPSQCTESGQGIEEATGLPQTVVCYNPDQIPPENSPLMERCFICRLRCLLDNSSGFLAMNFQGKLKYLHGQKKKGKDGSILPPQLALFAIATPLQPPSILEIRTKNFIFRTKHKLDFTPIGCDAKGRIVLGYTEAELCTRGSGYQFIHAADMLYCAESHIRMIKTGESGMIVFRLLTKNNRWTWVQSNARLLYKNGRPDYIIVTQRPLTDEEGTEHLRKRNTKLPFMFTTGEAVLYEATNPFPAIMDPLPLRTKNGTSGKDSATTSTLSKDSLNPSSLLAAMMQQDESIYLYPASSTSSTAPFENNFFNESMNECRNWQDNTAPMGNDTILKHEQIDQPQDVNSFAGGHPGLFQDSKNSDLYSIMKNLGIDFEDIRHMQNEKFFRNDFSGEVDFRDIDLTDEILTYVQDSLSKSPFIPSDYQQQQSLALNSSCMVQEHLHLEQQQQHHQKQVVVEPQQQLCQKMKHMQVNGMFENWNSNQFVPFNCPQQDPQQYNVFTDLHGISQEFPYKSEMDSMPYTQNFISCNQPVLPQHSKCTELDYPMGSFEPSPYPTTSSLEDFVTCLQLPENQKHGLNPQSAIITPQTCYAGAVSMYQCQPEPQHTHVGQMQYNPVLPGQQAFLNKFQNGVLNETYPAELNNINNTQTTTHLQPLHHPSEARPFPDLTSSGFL
# RPL19A TOR yeast = RPL19A-GFP expression modulators in yeast, primary screen, cell-based, S. cerevisiae, multiplex flow cytometry, MLPCN. S. cerevisiae RPL19A-GFP strain, 3 h; stronger effect = lower value. percent response vs DMSO, % at 10 µM. hit rate 0.3% among 330,000. AID 2025, 2009;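 active = percent response vs DMSO below 50%; inconclusive = fewer than 70 events counted for the yeast strain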;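 also: median channel GFP fluorescence of the barcoded RPL19A-GFP strain; ratio of sample median GFP to plate DMSO average so 100% = DMSO; lower means less RPL19A-GFP as with rapamycin TOR inhibition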
# CIT2-GFP yeast = modulators of CIT2-GFP expression in yeast, primary screen, S. cerevisiae, GFP fusion, multiplex flow cytometry, MLPCN library | S. cerevisiae CIT2-GFP strain, 3 h; 100 means same as DMSO wells | GFP response vs DMSO, % at 10 µM | hit rate 0.065% among 320,000 | AID 2029, 2009;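 active = GFP response relative to DMSO above a set limit, near the screen mean plus 3 SD, cut at about 150% in these data; inconclusive = Fewer than 70 cells measured for a yeast strain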;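 also: ratio of well median GFP fluorescence to mean of DMSO wells on the plate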
# Active calls of the source: *; ? = inconclusive; nt = not tested or not shown; [ ] = another dose, or the depositor's remark.
SMILES,Efflux pump mplx,Yeast superoxide,LAP4-GFP MLPCN,MEP2 TOR yeast,AGP1-GFP MLPCN,AHR act,RPL19A TOR yeast,CIT2-GFP yeast
COc1ccc(N(CC(=O)N2CCc3ccccc3C2)S(=O)(=O)c2ccccc2)cc1,0.1,94,99,98,103,2,98,96
CCc1nnc(NC(=O)CSc2nnc(-c3ccccc3NC(=O)c3ccccc3)o2)s1,0.4,130,90,93,87,1,96,84
Cc1ccc(SCC(=O)Nc2ccc(S(=O)(=O)Nc3nccs3)cc2)cc1,0.3,86,93,93,100,4,104,106
COc1cc(N(Cc2ccccc2)Cc2ccccc2)c2ncn(C(C)C)c2c1,0.0,92,101,94,97,0,93,100
Cc1cc(OCC(=O)OCC(=O)N2c3ccccc3NC(=O)C2(C)C)ccc1Cl,0.3,106,105,99,101,1,96,98
CC(Sc1cccc(C(F)(F)F)c1)C(=O)NC(N)=O (stereo not drawn),0.0,115,91,99,94,1,96,96
C=C1CCN(c2ccc(C(=O)NCc3ccccc3)cc2[N+](=O)[O-])CC1,-0.1,95,114,95,82,-1,99,67
O=C1OC(c2ccc(F)cc2)=N/C1=C\C=C/c1ccccc1,-0.2,97,97,110,104,2,105,110
CN1C(=O)CC(C(=O)Nc2ccc(F)cc2)SC1=Nc1ccc2c(c1)OCO2 (stereo not drawn),0.1,106,102,104,98,-1,97,100
CCCCOc1ccc(N(CC(=O)NC(C)(C)C)C(=O)CCC(=O)Nc2nccs2)cc1,0.1,85,102,101,98,5,104,103
COc1ccc(NC(=O)NNC(=O)c2ccc(Cl)cc2Cl)cc1OC,-0.2,97,103,102,103,2,100,110
Cc1ccc(S(=O)(=O)Nc2cc(C)cn(Cc3ccc(F)cc3)c2=O)cc1,-0.1,102,99,106,105,0,104,104
O=C(C1CCCO1)N1CCC(O)(c2ccccc2)CC1 (stereo not drawn),0.0,106,98,105,107,-1,102,94
Cc1ccc(-n2nc3c(N4CCC(C(=O)NCCc5ccccc5C)CC4)nnc(C)c3c2C)cc1,0.0,117,103,100,109,-1,110,111
CN=c1scc(-c2ccc(Cl)cc2)n1C,0.1,99,97,104,108,-2,106,97
CCn1nc(C)c(Br)c1-c1nc(-c2ccc(C)cc2)no1,0.1,96,103,100,108,8,98,101
O=C1c2ccccc2NC(c2cnc3ccccc3n2)N1O (stereo not drawn),0.1,77,84,87,85,13,94,75
COc1ccccc1-c1noc2ncnc(Nc3ccccc3C)c12,0.2,103,130,98,90,0,102,101
CCOc1ccc2nc(NC(=O)c3ccc(OCC4CCCO4)cc3)sc2c1 (stereo not drawn),0.1,99,96,107,99,-5,109,102
CCC(=O)N1CCc2cc(S(=O)(=O)N3CCN(c4cc(C)ccc4C)CC3)ccc21,-0.1,88,88,95,98,2,95,96
CCn1c(SCC(=O)Nc2sc(C)c(C)c2C#N)nnc1C1CC1,-0.1,102,105,96,101,4,97,104
Cc1cc(C)cc(NC(=O)C2CCCN(c3ncccn3)C2)c1 (stereo not drawn),-0.1,104,98,103,102,6,102,101
CON(C)C(=O)CC1(CN(Cc2ccccc2)C(=O)OC(C)(C)C)CCCCC1,-0.1,83,99,98,111,1,107,105
CCOC(=O)c1sc(NS(=O)(=O)c2cc(C)ccc2C)nc1C,-0.1,101,102,100,101,5,100,98
Cc1ccc(C(=O)NN2CCOCC2)cc1[N+](=O)[O-],0.0,104,95,99,96,-3,99,101
Cc1nc2ccc(Cl)cn2c1C(=O)NN,0.2,91,90,96,96,6,94,99
COc1ccccc1N1CCN(S(=O)(=O)c2cc(-c3cc(C)no3)ccc2C(C)C)CC1,0.0,107,95,105,104,4,100,94
CC(=O)NCCc1ccc(S(=O)(=O)N(C)C2CCS(=O)(=O)C2)cc1 (stereo not drawn),0.8,104,96,94,102,0,96,87
Nc1nonc1-c1nc2ccccc2n1Cc1ccc(F)cc1Cl,-0.3,80,101,102,102,4,101,105
Cc1cc(C)nc(SCC(=O)N(C)CC(=O)Nc2c(Cl)cccc2Cl)n1,-0.1,89,93,98,95,2,93,103
O=C(Cc1ccc(F)cc1)N1CCN(c2ccc([N+](=O)[O-])cc2)CC1,0.0,97,100,108,99,nt,102,97
CC(C)N(C(=O)COC(=O)c1ccc(Cl)c(S(N)(=O)=O)c1)C(C)C,-0.2,97,174*,105,113,1,82,82
Cc1cc(-c2cccs2)n[nH]1,0.0,94,115,113,111,4,107,114
CCC(Cc1ccccc1)NC(=O)C1=C(C)C(=O)OC12CCC(C)CC2 (stereo not drawn),0.1,95,93,104,104,0,107,103
CCOC(=O)N1CCN(S(=O)(=O)c2ccc(C(=O)N(CCN(C)C)c3nc4ccc(Cl)cc4s3)cc2)CC1,0.1,80,97,90,102,2,103,105
CC(=O)c1c(C)[nH]c(C(=O)CN2CCN(S(=O)(=O)c3ccc(C(C)C)cc3)CC2)c1C,0.0,93,95,90,98,-1,98,112
COc1ccc(Nc2cc(C)nc3ccc(OC)cc23)cc1,0.1,97,89,102,97,40,100,100
O=C(CCC1CCCC1)NNC(=O)c1cccc(Cl)c1,-0.1,105,96[may fluoresce green],96[may fluoresce green],102[may fluoresce green],0,101[may fluoresce green],104[may fluoresce green]
Cc1ccc(NC(=S)N(CCC(C)C)C(C)c2ccncc2)c(Cl)c1 (stereo not drawn),0.3,90,103,96,108,-2,100,100
N#Cc1cccc(CS(=O)(=O)c2ccc(Cl)cc2)c1,0.1,83,93,110,92,1,101,95
COc1ccc(-c2nn3c(COc4ccccc4)nnc3s2)cc1OC,-0.1,108,88,95,107,10,102,91
CC1=NN(c2ccccc2)C(=O)/C1=C\C=C\c1ccccc1,0.0,85,100,93,98,5,98,87
CC(C)(C)OC(=O)N1CCC(Cc2cc(-c3ccc(Cl)cc3)no2)(C(=O)O)CC1,0.0,100,115,92,74,2,92,67
CC(=O)NCCNC(=O)c1oc2ccccc2c1CSc1ncn[nH]1,0.0,97,92,100,96,-1,102,94
O=C(COC(=O)c1ccccc1NS(=O)(=O)c1cccs1)NCC12CC3CC(CC(C3)C1)C2,0.1,95,99,107,112,4,106,103
CCOc1ccc(-n2c(N)c(C(=O)NCC3CCCO3)sc2=S)cc1 (stereo not drawn),0.0,99,95,102,103,8,93,98
O=C(NCC1CCCO1)c1ccc(Cl)c(S(=O)(=O)N2CCOCC2)c1 (stereo not drawn),-0.4,118,84,104,105,-1,105,107
CCOC(=O)Cn1c(-c2ccccc2)nc2ccccc2c1=O,0.2,90,101,101,nt,16,100,97
O=c1[nH]c2cc(Br)cnc2nc1/C=C(\O)c1ccc(F)cc1,0.1,119,109,105,100,-12,97,98
CN(Cc1ccccc1)C(=O)C1CCN(S(C)(=O)=O)CC1,-0.1,98,94,91,97,-2,91,96

# Other compounds:
SMILES,Efflux pump mplx,Yeast superoxide,LAP4-GFP MLPCN,MEP2 TOR yeast,AGP1-GFP MLPCN,AHR act,RPL19A TOR yeast,CIT2-GFP yeast
Cc1cccc(OCCSc2nc3ccccc3n2CCC(=O)O)c1,-0.3,98,106,110,107,2,103,101
Cc1cc(C)cc(N(CC(=O)NCc2cccnc2)S(C)(=O)=O)c1,0.0,84,95,94,101,1,99,104
Cc1ccc(NS(=O)(=O)c2ccc3c(c2)oc(=O)n3C)cc1,0.0,105,95,108,95,nt,98,106
CN(C(=S)NCCN1CCOCC1)C(c1ccccc1)c1ccccc1,0.3,101,88,92,89,2,95,81
COc1cc(/C=N/NC(=O)c2cc(C)oc2C)cc(OC)c1OC,0.1,102,108,100,98,21,95,98
COc1ccccc1N1CCN(C(=O)c2cccc(N3C(=O)C4C5C=CC(C5)C4C3=O)c2)CC1 (stereo not drawn),0.1,117,103,96,97,3,99,98
COc1ccc(C(=O)CCC(=O)Nc2cccnc2)cc1,-0.1,93,108,115,105,7,97,100
COc1ccccc1N1CCN(Cc2cc(=O)c(OCC(=O)Nc3ccccc3)co2)CC1,0.1,124,101,97,100,2,99,88
CCC1CCc2sc(C(=O)N3CCCN(C)CC3)cc2C1 (stereo not drawn),-0.2,109,106,118,103,8,104,116
CC(Oc1ccc(Cl)cc1)C(=O)Nc1ncccn1 (stereo not drawn),0.0,102,100,111,115,1,109,113
CC(C(=O)Nc1ccc(Cl)cc1)N1C(=O)NC2(CCCC2)C1=O (stereo not drawn),0.0,87,90,97,100,1,95,100
COc1ccc(/C=C/C(=O)Oc2ccc(C)c(C)c2)cc1OC,-0.1,91,107,109,100,0,92,89
CCOC(=O)c1sc(C)c2c1NC(C)(c1cccs1)NC2=O (stereo not drawn),0.1,106,79[may fluoresce red and violet],?,?,-3,?,?
CC(=O)Nc1ccc(S(=O)(=O)N2CCN(C(=O)c3ncoc3-c3cccc(F)c3)CC2)cc1,0.0,85,88,106,99,-7,106,93
O=C(CNS(=O)(=O)c1cccc(Cl)c1)OCc1csc(-c2ccccc2)n1,-0.1,91,90,98,98,1,100,99
COc1ccc(-n2nc([N+](=O)[O-])c(=NC3CCN(Cc4ccccc4)CC3)n2O)cc1,-0.1,121,95,109,99,18,114,110
CC(Sc1nnc(NC(=O)c2cc3ccccc3oc2=O)s1)c1ccccc1 (stereo not drawn),-0.1,98,99,100,103,-2,98,96
CC(C)OC(=O)CSc1nc(Cc2cccs2)nc2ccccc12,0.0,104,98,104,96,4,100,96
CCCCN1C(=O)C(=O)N(CC(=O)c2ccc[nH]2)C1=O,0.2,94,93,87,89,2,87,82
Cc1ccc(N(CC(=O)NC(C)C)C(=O)CCC(=O)Nc2ccccn2)cc1,-0.1,107,102,104,107,0,101,104
CC(C)(C)c1cc(C(=O)NN)n(Cc2ccc(F)cc2)n1,-0.1,102,107,95,103,3,102,105
COc1ccc(NC(=O)COc2coc(CN3CCc4ccccc43)cc2=O)cc1,-0.1,106,110,108,116,2,105,113
Cc1ccc(S(=O)(=O)N2CCN(CC(=O)N/N=C/c3ccco3)CC2)cc1,-0.1,109,95,103,104,1,111,108
Cc1ccc(Cn2ncc3c(NCCN(C)C)ncnc32)cc1,-0.1,94,103,114,113,2,113,117
CC(=O)C1=C(O)C(=O)N(CCCn2ccnc2)C1c1ccc(Cl)cc1 (stereo not drawn),0.0,84,112,108,107,2,101,105
COC(OC)c1ccc(C#N)c(SCc2ccccc2)n1,0.0,100,91,96,103,0,96,103
CN(C(=O)COC(=O)c1ccc(Br)c(S(=O)(=O)N2CCOCC2)c1)C1CCCCC1,0.1,98,85,90,94,-1,98,97
CCc1nnc(NC(=O)CSc2nnc3c(n2)[nH]c2ccccc23)s1,0.0,91,102,98,100,0,94,94
Cc1nn(C)cc1S(=O)(=O)Nc1ccc(F)c(F)c1,-0.1,85,74,96,92,3,101,107
CNC(=S)/N=C/NOCc1ccc(Cl)cc1Cl,-0.1,112,104,97,98,9,95,97
COc1ccc(-c2cc(CCCC(=O)NCCc3cc(OC)ccc3OC)no2)cc1,0.1,110,123,115,104,6,103,106

# Quoted at random: 2 entries already listed, in no set order.
SMILES,Efflux pump mplx,Yeast superoxide,LAP4-GFP MLPCN,MEP2 TOR yeast,AGP1-GFP MLPCN,AHR act,RPL19A TOR yeast,CIT2-GFP yeast
CNC(=S)/N=C/NOCc1ccc(Cl)cc1Cl,-0.1,112,104,97,98,9,95,97
Cc1nn(C)cc1S(=O)(=O)Nc1ccc(F)c(F)c1,-0.1,85,74,96,92,3,101,107
